Compound activity (PubChem)
E coli Lon inh: inhibitors of E. coli Lon protease, primary screen, biochemical, fluorescence polarization. inhibition, % at 7.94 µM. actives 0.42% (n = 360,000). P0A9M0. purified E. coli Lon protease. AID 602123, 2011; in the data active = inhibition above about 13%, passing the limit was not always enough;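 note: 0% = enzyme with probe and DMSO and 100% = no enzyme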
TbMetRS inhib: T. brucei MetRS inhibitors, primary screen, biochemical, luminescence. inhibition, % at 11.9 µM. methionyl-tRNA synthetase (Trypanosoma brucei brucei). AID 624268, 2012. actives 0.4% (n = 360,000). purified T. brucei MetRS, ATP depletion, Kinase-Glo luminescence;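 active = inhibition above a per-plate cutoff of the control wells' mean inhibition plus 3 SD, cut at about 5.5% in these data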;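 note: 0% = DMSO wells median and 100% = median of wells with control inhibitor compound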
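Dosing: 11.9 µM compound single dose, 0.9% DMSO; Assay system: purified T. brucei MetRS enzyme; Measured by: Kinase-Glo luciferase luminescence reporting remaining unconsumed ATP; Schedule: 15 min plus 2 h at 25 °C.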
FAS TE block: FAS thioesterase domain inhibitors, primary screen, biochemical, fluorescence intensity, uHTS | recombinant FAS-TE, OMFH fluorogenic substrate, fluorescence endpoint | actives 0.67% (n = 360,000) | AID 602261, 2012 | inhibition, % at 15 µM | Fatty acid synthase (Homo sapiens), P49327;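 active = compounds whose normalised, plate-corrected inhibition of enzyme fluorescence in the single-dose primary screen is 50% or more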;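 note: 0% = DMSO with enzyme and 100% = substrate without enzyme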
Rin1-Abl PPI inh: inhibitors of Rin1-Abl protein binding, primary screen, biochemical, TR-FRET. inhibition, % at 7.35 µM. actives 0.4% (n = 360,000). AID 588664, 2011. Tyrosine-protein kinase ABL1 (Homo sapiens) + Ras and Rab interactor 1 (Homo sapiens), …; in the data active = inhibition above about 5%, passing the limit was not always enough
MsrA inhibitor: bovine MsrA enzyme inhibitors, primary screen, biochemical, absorbance, HTS; Methionine sulfoxide reductase A (Bos taurus); AID 651718, 2012; inhibition, % at 15.5 µM; actives 0.75% (n = 360,000); purified bovine MsrA, absorbance read-out; in the data active = inhibition above about 4.5%;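 note: 0% = vehicle wells with enzyme and 100% = reference inhibitor wells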
CSN deneddyl inh: inhibitors of CSN-mediated cullin deneddylation, primary screen, biochemical, fluorescence polarization, uHTS. inhibition, % at 12.5 µM. Purified CSN, SCF-Nedd8-OG deneddylation. AID 651999, 2013. COP9 signalosome complex subunit 5 (Homo sapiens), Q92905. actives 0.38% (n = 360,000);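 active = pattern-corrected inhibition above about 35%, with an unprinted fluorescence ratio check between 0.5 and 1.5, limit read from the data, passing the limit was not always enough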;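 note: 0% = enzyme with substrate and 100% = substrate without enzyme; some results filed as inactive read as strong as hits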
Target sequence (Q92905 whole entry, looked up, one chain of several): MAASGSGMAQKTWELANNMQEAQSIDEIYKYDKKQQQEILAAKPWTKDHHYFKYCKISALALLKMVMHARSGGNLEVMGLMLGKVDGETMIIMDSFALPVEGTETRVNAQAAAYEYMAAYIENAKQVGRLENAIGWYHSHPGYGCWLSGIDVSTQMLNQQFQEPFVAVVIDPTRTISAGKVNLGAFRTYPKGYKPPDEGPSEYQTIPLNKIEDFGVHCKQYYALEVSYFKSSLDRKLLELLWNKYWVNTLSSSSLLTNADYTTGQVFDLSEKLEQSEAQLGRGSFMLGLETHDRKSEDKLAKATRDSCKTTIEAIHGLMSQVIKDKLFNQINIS
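Assay system: purified human Csn5 enzyme expressed in HEK293T cells; measure: % inhibition; also added: SCFSkp2-Nedd8OG substrate at 10 nM final; technique: fluorescence polarization; times: reaction 90 min, room temperature; medium: Tris buffer pH 7.5, NaCl, DTT, Tween-20, trehalose, ovalbumin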
MLLE-PAM2 inh: inhibitors of PABP1 MLLE–PAM2 peptide binding, primary screen, biochemical, fluorescence polarization, FITC-PAM2, GST-MLLE. Polyadenylate-binding protein 1 (Homo sapiens), P11940. inhibition, % at 20 µM. actives 0.36% (n = 360,000); in the data active = inhibition above about 35%, passing the limit was not always enough;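 note: plate controls were DMSO wells with GST-MLLE for no effect and wells lacking GST-MLLE protein for full effect; some results filed as inactive read as strong as hits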
MsrA act: bovine MsrA enzyme activators, primary screen, biochemical, absorbance, HTS | Methionine sulfoxide reductase A (Bos taurus) | purified bovine MsrA, absorbance read-out | activation, % at 10.6 µM | actives 0.3% (n = 360,000) | AID 602163, 2012; in the data active = activation above about 7.5%;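 note: 0% = vehicle and 100% = reference activator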
Neddyl block: inhibitors of cullin neddylation, primary screen, biochemical, TR-FRET, uHTS, NAE and Ubc12; NEDD8-conjugating enzyme Ubc12 (Homo sapiens) + NEDD8-activating enzyme E1 regulatory …; calls only at 25 µM; actives 0.58% (n = 360,000); AID 651699, 2012; in the data active = inhibition above about 36%
Target sequence (P61081 whole entry, looked up): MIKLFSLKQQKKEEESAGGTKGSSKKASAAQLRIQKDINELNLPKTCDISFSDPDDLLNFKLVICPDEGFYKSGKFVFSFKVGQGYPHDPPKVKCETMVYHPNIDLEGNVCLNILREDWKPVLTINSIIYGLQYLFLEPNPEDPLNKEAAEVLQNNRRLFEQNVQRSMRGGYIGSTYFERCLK
Target sequence (Q13564 whole entry, looked up): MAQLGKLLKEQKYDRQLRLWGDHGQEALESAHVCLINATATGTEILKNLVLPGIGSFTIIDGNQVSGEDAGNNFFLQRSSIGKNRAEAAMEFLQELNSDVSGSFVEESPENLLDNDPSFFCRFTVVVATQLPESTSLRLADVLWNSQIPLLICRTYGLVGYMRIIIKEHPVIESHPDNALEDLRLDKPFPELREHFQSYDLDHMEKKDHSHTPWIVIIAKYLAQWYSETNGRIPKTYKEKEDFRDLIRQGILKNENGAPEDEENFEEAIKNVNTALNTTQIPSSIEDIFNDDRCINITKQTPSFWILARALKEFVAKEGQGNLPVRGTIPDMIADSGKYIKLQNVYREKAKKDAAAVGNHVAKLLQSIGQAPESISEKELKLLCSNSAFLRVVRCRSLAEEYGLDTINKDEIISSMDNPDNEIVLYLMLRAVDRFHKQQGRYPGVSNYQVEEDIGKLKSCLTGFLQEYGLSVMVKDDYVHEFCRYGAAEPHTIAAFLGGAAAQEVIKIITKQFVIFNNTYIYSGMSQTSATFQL
* hit, by the source's call; i = inactive; . = no result given.

SMILES	FAS TE block	TbMetRS inhib	MLLE-PAM2 inh	MsrA act	MsrA inhibitor	CSN deneddyl inh	Rin1-Abl PPI inh	E coli Lon inh	Neddyl block
COc1ccc(C)cc1N(CC(=O)Nc1cccc(N(C)S(C)(=O)=O)c1)S(C)(=O)=O	-11.6	-0.4	-13.4	-3.1	0.1	-0.6	1.5	3.2	i
CCOc1cc(CNCCN2CCOCC2)ccc1OCc1ccccc1Cl	-5.0	-0.7	5.5	-2.2	-0.2	-3.8	-2.9	-0.1	i
COc1ccc(-c2noc(CCC(=O)N3CCC(C)CC3)n2)cc1	2.8	-1.4	-4.5	-8.9	-1.2	-3.7	-0.3	3.8	i
C=CCSc1nc2sc3c(c2c(=O)n1CC=C)CCc1ccccc1-3	18.9	-1.2	-5.7	-11.2	0.5	2.8	0.6	4.7	i
Cc1ccc(NS(=O)(=O)c2ccc3c(c2)NC(=O)CCS3)cc1C	2.8	-0.5	-1.0	-1.2	0.3	2.2	2.4	9.7	i
CC(=O)NC(Cc1ccc(C)cc1)C(=O)NC1CCN(C(=O)c2ccc([N+](=O)[O-])cc2)CC1 (configuration not stated)	-1.5	-0.8	8.0	-12.5	1.0	2.5	2.6	2.0	i
COc1cc(CNn2nnnc2N)cc(Br)c1OCc1c(Cl)cccc1Cl	4.9	0.3	-2.1	0.7	0.6	-3.1	-0.6	-8.3	i
CCCn1c(N)c(N(CCOC)C(=O)COC(=O)c2ccccc2NCCO)c(=O)[nH]c1=O	-7.7	-0.5	-22.6	2.0	0.1	1.6	1.7	-11.3	.
C=COCCCNc1ncnc2sc(-c3ccccc3)cc12	14.6	0.2	-12.5	-4.2	2.2	0.7	-2.4	-10.1	i
Cc1ccc(C)c(NC(=O)CN(C)C(=O)c2cc(S(=O)(=O)N3CCOCC3)ccc2N2CCCC2)c1	0.6	-0.6	-32.6	-1.8	1.3	-0.8	0.6	4.7	i
COc1ccccc1-c1nnc(NC(=O)Cc2ccccc2)o1	-2.8	0.4	-5.5	-3.3	-0.9	4.0	4.4	1.0	i
Cc1nnc(SCC2=C(C(=O)O)N3C(=O)C(NC(=O)Cn4cnnn4)C3SC2)s1 (configuration not stated)	-1.8	-0.1	37.1	1.7	-0.8	-2.6	0.0	8.0	i
CCN(C[C@H]1N[C@@](CC)(C(=O)OC)[C@H]2C(=O)N(Cc3ccccc3)C(=O)[C@@H]12)C(=O)Nc1ccc(OC)cc1	-5.2	-1.1	-0.5	-10.7	0.7	-2.0	-3.5	-2.4	i
Nn1c(SCC(=O)NC2CCCCCC2)nnc1C(F)(F)F	-6.0	-0.1	6.2	-6.4	-1.0	0.0	-1.7	2.6	i
Clc1ccc(N2CCN(Cc3ccco3)CC2)cc1	-1.9	0.1	0.7	-1.8	-0.1	-0.4	-1.5	-6.8	i

One compound at a time (already shown). Order of screens: FAS TE block, TbMetRS inhib, MLLE-PAM2 inh, MsrA act, MsrA inhibitor, CSN deneddyl inh, Rin1-Abl PPI inh, E coli Lon inh, Neddyl block
Cc1ccc(NS(=O)(=O)c2ccc3c(c2)NC(=O)CCS3)cc1C reads 2.8, -0.5, -1.0, -1.2, 0.3, 2.2, 2.4, 9.7, i
COc1ccccc1-c1nnc(NC(=O)Cc2ccccc2)o1 reads -2.8, 0.4, -5.5, -3.3, -0.9, 4.0, 4.4, 1.0, i

Remaining list, next part.
SMILES	FAS TE block	TbMetRS inhib	MLLE-PAM2 inh	MsrA act	MsrA inhibitor	CSN deneddyl inh	Rin1-Abl PPI inh	E coli Lon inh	Neddyl block
Cc1ccc(C2=N/C(=C\c3cccc(F)c3)C(=O)O2)cc1	-1.5	-0.6	-3.6	-5.1	-0.2	-7.2	0.6	-1.2	i
CCN(CC)CCNc1ncnc2c1sc1nc(N3CCOCC3)c3c(c12)CCCC3	1.4	-0.9	-10.8	-5.1	0.7	2.3	10.7*	-3.3	i
CCN(CC)CCN1C(=O)C2C(C(=O)Nc3ccc(Br)cc3)C3C=CC2(O3)C1C(=O)NC1CCCCC1 (configuration not stated)	-1.9	-0.2	-2.9	0.5	-0.5	0.1	4.6	2.6	i
O=C(COC(=O)c1ccc(S(=O)(=O)NCc2ccco2)cc1)Nc1ccc(OC(F)F)cc1	5.8	1.1	-17.4	-2.9	-0.2	0.5	1.4	-2.1	i
O=C(O)CSc1nnc(Cc2ccccc2)n1-c1ccccc1	-8.2	-0.8	-41.8	-14.3	-1.1	4.8	0.7	-6.3	i
O=C(CNCC(=O)Nc1ccc(F)c(F)c1F)Nc1ccc(F)c(F)c1F	0.0	-0.1	1.8	-1.4	1.7	-1.0	3.4	-2.2	i
O=C(O)c1ccc2nc(-c3ccccc3)c(-c3ccccc3)nc2c1	-10.2	-0.2	10.2	-3.4	1.0	1.9	-2.8	-9.9	i
Cc1ccc(C2C=CC(C#N)=CN2Cc2ccccc2)cc1 (configuration not stated)	33.8	-0.4	-17.7	-3.2	.	5.2	1.6	-13.9	i
CCc1nc2ccc(C(=O)NCc3ccccc3OC)cn2c1N(CCC(C)C)CCN(C)C	-8.5	0.0	26.3	-2.0	-0.2	-5.5	0.9	2.6	i
CC(CCC(C)C(C)(C)C)[C@@H]1CC[C@H]2C3C[C@H](OS(O)(=S)=S)[C@H]4C[C@H](OS(O)(=S)=S)[C@@H](OS(O)(=S)=S)C[C@]4(C)[C@H]3CC[C@]12C (some centres not stated) (tested in a mixture with another compound)	81.4*	15.7*	15.8	-5.3	.	35.0*	2.9	35.8*	i
CCC(C)N(C(=O)CSc1nncn1C)C1CCS(=O)(=O)C1 (configuration not stated)	-6.9	-0.2	-8.0	-1.6	0.0	2.8	0.6	-8.5	i
COc1cc(C2OCC3C(c4ccc(OC5OC(CO)C(O)C(O)C5O)c(OC)c4)OCC23)ccc1O (configuration not stated)	0.3	-0.5	-3.3	-0.2	0.8	0.8	9.2	-5.7	i
CN1C(C(=O)NCc2cccs2)=CC(c2ccc(F)cc2)=NS1(=O)=O	4.4	0.7	9.0	-1.2	2.7	-0.9	-2.3	5.1	i
CCOc1ccc(C(C)=O)cc1COC(=O)c1ccc2c(c1)NC(=O)CS2	15.4	-0.5	-22.5	-9.2	-0.1	3.6	-5.0	0.1	i
Cc1ccc(C(=O)Nc2c(-c3cccs3)nc3cc(C)ccn23)cc1	1.4	0.0	-4.8	-3.7	1.2	0.0	2.1	4.2	i

SMILES	FAS TE block	TbMetRS inhib	MLLE-PAM2 inh	MsrA act	MsrA inhibitor	CSN deneddyl inh	Rin1-Abl PPI inh	E coli Lon inh	Neddyl block
Cc1ccsc1-c1nc(CN2CCN(C)C(=O)[C@@H]2C)c(C)o1	-10.8	-1.2	8.1	-12.6	-0.5	-3.1	4.6	5.9	i
C=CCN(C(=O)c1ccccc1)c1ccc(OC)cc1	-1.3	-0.5	7.3	-0.7	-1.5	3.2	-0.6	-4.4	i
CCn1c(SCC(=O)NC2CCCC2)nnc1C(C)NC(=O)c1ccccc1F (configuration not stated)	-2.4	-0.4	10.3	-12.7	-0.5	6.7	1.6	1.5	i
O=C(CCC(=O)c1cccs1)OCC(=O)c1ccc(Cl)s1	5.6	-0.5	-18.4	1.5	-0.3	-1.8	-3.3	-9.6	i
CCOc1cc(/C=N/NC(=O)C2CCCC2)ccc1O	-3.8	-0.4	1.6	-2.3	2.5	2.5	-2.8	2.0	i
O=C(NCc1cccnc1)/C(=C\c1ccc(-c2ccc(Cl)c(Cl)c2)o1)S(=O)(=O)c1ccccc1	42.3	0.1	2.7	-4.7	1.9	13.3	4.0	2.2	i
CN(Cc1ccccc1)c1nnc(N)s1	-9.7	-0.3	-3.6	-1.2	0.5	-1.6	-2.3	-1.3	i
COCCCNC(=O)Nc1ccc(Br)cc1Cl	-2.1	0.6	8.7	-2.0	-0.1	-13.7	-1.6	8.5	i
COc1c(C)cc(C(=O)C2CCCN(Cc3ccc(Oc4ncccn4)cc3)C2)cc1C (configuration not stated)	-2.2	-0.6	4.4	-7.2	0.1	2.6	-1.9	4.3	i
COc1ccc(OCC(=O)Nc2c3c(nn2C(C)(C)C)CSC3)cc1	1.4	-0.3	22.5	-2.0	-0.3	0.4	-0.6	-2.8	i
COc1ccc(OC)c(CCNC(=O)CCCC(=O)n2ncc3cc(C)ccc32)c1	2.2	0.1	1.3	-0.4	-0.3	-4.5	3.2	0.6	i
CC(C)Cc1nnc(NC(=O)CCC(=O)NCCc2ccccc2)s1	-1.8	-1.5	-4.0	-7.2	0.1	6.7	1.3	9.2	i
CCN(CC)CCOc1cccc(C(C)C)c1	-4.1	1.0	-0.5	0.8	0.8	-1.9	0.2	-7.9	i
Cc1cccc(NC(=O)CN2CCCCCC2)c1	-2.9	-1.0	-2.3	-0.7	-0.7	-1.9	1.6	3.6	i
COC(=O)c1ccc(NC(=O)CN2CCN(S(=O)(=O)c3cc(Cl)ccc3OC)CC2)cc1	11.7	-0.8	1.6	-2.1	-0.4	-0.4	1.0	8.6	i

SMILES	FAS TE block	TbMetRS inhib	MLLE-PAM2 inh	MsrA act	MsrA inhibitor	CSN deneddyl inh	Rin1-Abl PPI inh	E coli Lon inh	Neddyl block
CCN(CC(=O)NC1CCCCC1)S(=O)(=O)c1ccc(Cl)cc1	3.3	-1.8	8.3	-8.5	0.6	-1.5	-2.0	-3.1	i
CC(C)(C)c1ccc(CN2C(=O)CSC2=O)cc1	14.1	-0.7	-6.2	-3.0	1.1	-3.1	-1.5	0.0	i
COC(=O)c1ccc(CSc2nc3ccccc3o2)cc1	16.0	-0.8	-1.6	-11.2	0.3	-3.2	2.0	4.1	i
COc1ccc(C(=O)Nc2cccnc2)cc1OC	-1.4	-0.2	-2.5	3.1	1.5	1.2	-0.1	-4.0	i
COCCN(C(=O)c1ccc(-c2ccc([N+](=O)[O-])cc2)o1)c1c(N)n(CC(C)C)c(=O)[nH]c1=O	38.0	0.3	6.8	-4.1	4.7*	5.5	-3.0	1.8	i
Cc1ccccc1NS(=O)(=O)c1ccc(OCC(=O)N2CCCCC2)cc1	-3.3	-0.6	0.7	-0.4	-0.7	-0.1	3.3	-4.9	i
O=C1CC(c2ccc(Cl)cc2)n2nc(NS(=O)(=O)c3ccc(F)cc3)nc2N1 (configuration not stated)	-4.5	0.1	6.8	1.7	-0.2	3.3	-0.6	9.1	i
CCOC(=O)c1c(C)[nH]c(C(=O)OCc2csc(CC(=O)Nc3ccccc3C)n2)c1C	-7.4	-0.4	-21.9	0.3	-0.2	-0.5	1.6	-10.5	i
C[C@H](CO)N1C[C@H](C)[C@@H](CN(C)S(C)(=O)=O)Oc2c(NC(=O)c3ccncc3)cccc2C1=O	-13.7	-0.1	1.3	-1.8	-0.3	2.8	0.7	-4.7	i
CCOc1ccccc1CN1CCCC(CNC(=O)Cc2ccc(OC)cc2)C1 (configuration not stated)	-9.7	-1.1	1.2	-2.5	-0.2	0.5	-0.1	-4.3	i
O=C(COc1ccccc1)Nc1c2c(nn1-c1ccccc1)CS(=O)C2 (configuration not stated)	-5.5	0.1	-5.1	-3.0	0.7	-2.3	-0.3	-19.5	i
Cn1cc(/C=N/NC(=O)c2cc3cc(Br)ccc3o2)c2ccccc21	-6.0	-0.5	-95.0	-0.6	0.7	1.8	-3.2	-6.1	i
